Source: PubChem
GLS inh: glutaminase GLS (human) inhibition. 410,000 tested, 0.21% active. GLS enzymatic activity, qHTS titration. O94925. Potency, µM (doses to about 45.5 µM), without a hit: at the top dose activity change, negative = inhibition, usual class: inhibitors. AID 624170; further: on the % scale 0 is the no-effect control and ±100 the full control effect
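hKGA; 45 mM KH2PO4 pH 8.2 + 0.02% Tween-20; cpd via pin tool; 1 mM Gln soln; GluOx/HRP/Amplex Red; RT 30 min; fluor. t0 & final.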
PGK inhibitor: inhibitors of T. brucei phosphoglycerate kinase | P07378 | PGK/GAPDH coupled, Kinase-Glo luminescence, 60 min | Potency, µM (titrated, usually from 57.5 µM), for the others: at the top dose activity change, negative = inhibition, hits mostly inhibitors | 380,000 tested, 0.043% active; further: on the % scale 0 is the no-effect control and ±100 the full control effect; nearly all actives have a fitted effect of over 60% in size
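Luminescent ATP detection (Kinase-Glo Plus) follows a 60-minute room-temperature incubation, with wells lacking PGK as controls. Buffer: 100 mM TEA (pH 7.6), 5 mM MgCl2, 0.01% Tween-20. Coupling enzyme GAPDH (100 nM final) supplies unstable 1,3-BPG in-well.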
HP1b binding inh: HP1-beta chromodomain-methylated histone interaction inhibition | Potency, µM (series often up to 114 µM), inactives show top-dose activity change, negative = inhibition, hits mostly inhibitors | AlphaScreen HP1-beta / biotin-H3K9me3 peptide binding | 390,000 tested, 0.56% active; further: nearly all actives have a fitted effect of over 70% in size; inactives centre near 23
Target sequence (P83916 whole entry, looked up): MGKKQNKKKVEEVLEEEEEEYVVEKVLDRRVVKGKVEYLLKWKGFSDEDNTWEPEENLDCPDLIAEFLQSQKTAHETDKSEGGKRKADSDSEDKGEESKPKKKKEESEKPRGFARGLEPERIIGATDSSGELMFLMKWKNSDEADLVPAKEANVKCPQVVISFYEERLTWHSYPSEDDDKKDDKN
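AlphaScreen: HP1-beta (50 nM) preformed 30 min with biotin-H3(1-18)K9me3 peptide (50 nM) in PBS pH 7.4, 0.01% Tween-20. Compound added for 30 min at RT, then streptavidin donor/nickel chelate acceptor beads (10 ug/mL) for 30 min.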
TrxR1 inh: inhibitors of rat thioredoxin reductase 1; recombinant rTrxR1, NADPH fluorescence consumption, selenite substrate; Potency, µM (titrated, usually from 114 µM), for inactives: at the top dose activity change, negative = inhibition, usual class: inhibitors; 390,000 tested, 1% active; AID 588453; further: on the % scale 0 is the no-effect control and ±100 the full control effect; nearly all actives have a fitted effect of over 65% in size
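Rat TrxR1 (90 nM in the dispensed reagent) was pre-reduced with 400 uM NADPH for 5 min at room temperature, then incubated with compound for 15 min. After 400 uM selenite was added, NADPH fluorescence (Ex 340/Em 450 nm) was followed for 8 min.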
12-LOX inh: ALOX12 (human) lipoxygenase inhibition; P18054; purified 12hLO, xylenol orange hydroperoxide absorbance; Potency, µM (doses to about 108 µM), for inactives: at the top dose activity change, negative = inhibition, actives largely listed as inhibitors; 580,000 tested, 1.1% active; further: on the % scale 0 is the no-effect control and ±100 the full control effect
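Hydroperoxide product was detected by ferrous iron/xylenol orange as the 573 to 405 nm absorbance ratio. Arachidonic acid at 40 uM (final) was turned over for 30 min at room temperature by 150 nM human 12hLO, pH 7.0 Hepes buffer, after 15 min compound preincubation.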
RGS4 inhibitor: blocks human RGS4-accelerated GTP hydrolysis; Transcreener GDP fluorescence polarization, RGS4-accelerated GTP hydrolysis; Potency, µM (top dose mostly 114 µM), inactives show top-dose activity change, negative = inhibition, usual class: inhibitors; 390,000 tested, 0.039% active; further: on the % scale 0 is the no-effect control and ±100 the full control effect; nearly all actives have a fitted effect of over 75% in size; some results filed as inactive show a strong effect at the top dose
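MLSMR compounds (23 nl, pin-transferred) preincubated 10 min at room temperature with a 500nM (2x) first reagent, then RGS4 at 900nM (2x) plus Transcreener GDP mix added; fluorescence polarization (620/688 nm) read before and after 90 min at 30 °C.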
JMJD2A Tudor: inhibitors of human JMJD2A Tudor domain | AlphaScreen JMJD2A-Tudor / H3K4me3 peptide binding | Potency, µM (doses to about 114 µM), without a hit: top-dose activity change, negative = inhibition, most hits filed as inhibitors | O75164 | 390,000 tested, 4.4% active | AID 504339; further: on the % scale 0 is the no-effect control and ±100 the full control effect; nearly all actives have a fitted effect of over 50% in size
Pin1 inhibitor: blocks the human prolyl isomerase Pin1. Potency, µM (highest dose often 115 µM), for inactives: at the highest dose activity, negative = inhibition, usual class: inhibitors. AID 504891. Pin1 FP peptide displacement, HiFluor488, 10 min. 390,000 tested, 0.009% active. Q13526; active means well fitted inhibition curve with a large enough effect in the polarisation, with a control signal flat, not every such curve was filed as active; inconclusive means small, poorly fitted or top-dose-only effect, or effect the other way, or a change in a side signal; inactive means no such curve, though single readings can be large or run the other way; the % refers to the polarisation; further: on the % scale 0 is the no-effect control and ±100 the full control effect
Target sequence (Q13526 whole entry, looked up): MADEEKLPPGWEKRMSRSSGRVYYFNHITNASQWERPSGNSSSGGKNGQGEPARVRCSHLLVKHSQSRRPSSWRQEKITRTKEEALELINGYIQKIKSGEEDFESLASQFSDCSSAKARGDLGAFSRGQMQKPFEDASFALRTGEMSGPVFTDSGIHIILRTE
ERG-DNA inh: inhibitors of human ERG Ets domain-DNA interaction; P11308; fluorescence polarization, His-ERG Ets domain / labelled DNA; Potency, µM (titrated, usually from 76.9 µM), without a hit: top-dose FP activity, negative = inhibition, usual class: inhibitors; 370,000 tested, 0.028% active; AID 624246; active means well fitted inhibition curve with a large enough effect in the polarisation, with a control signal flat; inconclusive means small, poorly fitted or top-dose-only effect, or effect the other way, or a change in a side signal; inactive means no such curve, though single readings can be large or run the other way; the % refers to the polarisation;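 further: polarization taken with two DNA probes labelled with fluorescein and Texas red; % of control where 0% means no effect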
Target sequence (P11308 whole entry, looked up, the tested form may be a part): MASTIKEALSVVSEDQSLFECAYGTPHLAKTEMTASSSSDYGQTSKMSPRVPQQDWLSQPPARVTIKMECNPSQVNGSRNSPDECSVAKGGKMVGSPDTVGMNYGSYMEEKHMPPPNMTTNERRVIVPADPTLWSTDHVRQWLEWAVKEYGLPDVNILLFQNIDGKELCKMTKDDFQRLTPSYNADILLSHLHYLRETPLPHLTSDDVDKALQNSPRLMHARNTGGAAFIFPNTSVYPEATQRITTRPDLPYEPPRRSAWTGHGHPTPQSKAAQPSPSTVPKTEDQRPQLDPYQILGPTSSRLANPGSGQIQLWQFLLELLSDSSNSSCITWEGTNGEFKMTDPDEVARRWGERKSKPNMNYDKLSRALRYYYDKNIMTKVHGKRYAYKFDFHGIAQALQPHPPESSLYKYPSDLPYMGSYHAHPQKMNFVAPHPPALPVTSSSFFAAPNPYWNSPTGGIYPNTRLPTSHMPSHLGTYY
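His-tagged ERG Ets domain (1 uM in the protein solution; 300mM KCl, 50mM Tris-HCl, 1mM EDTA, 1mM DTT, pH 7.5) received compound, then a probe mix of 5 nM fluorescein-DNA and 100nM Texas-615-DNA. Fluorescence polarization was read for both dyes.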
* hit, by the source's call; i = inactive; ? = inconclusive; / = not tested or not shown; [ ] = remark or other dose. Unless noted, the call rests on the fitted dose curve; in most records, active means well fitted curve in the direction sought with a large enough effect; inconclusive means small, poorly fitted or top-dose-only effect, or another doubt; inactive means no such curve, though single readings can be large; an effect the other way counts as inactive or inconclusive. Potency means the concentration at half of the fitted maximal effect.

structure	GLS inh	PGK inhibitor	HP1b binding inh	TrxR1 inh	12-LOX inh	RGS4 inhibitor	JMJD2A Tudor	Pin1 inhibitor	ERG-DNA inh
O=C(COC(=O)[C@@H]1CC(O)CN1S(=O)(=O)c1ccc2c(c1)OCCO2)Nc1cc(F)ccc1F (stereo partly specified)	-1.6%	-1.5%	30.0%	14.6%	-0.4%	19.4%	-1.0%	-10.7%	-2.4%
COc1ccc(N2CCN(C(=O)c3ccc(C)c(NC(=O)C4=C(C)OCCS4)c3)CC2)cc1	16.4%	-1.3%	22.5%	10.8%	-28.1%	-4.0%[56.9 µM]	?	-1.8%	-3.3%
COC(=O)CN=C1OC(=O)N2C(=O)C3=C4[C@@H](C[C@H]5C(=O)N(c6ccccc6)C(=O)[C@H]5[C@H]4[C@@]12Cc1ccccc1)[C@H]1C(=O)N(c2ccccc2)C(=O)[C@H]1[C@H]3C	9.0%	1.4%	24.3%	14.6%[57.1 µM]	2.0%	9.0%	-13.4%	1.1%	1.7%
Cc1nnc(SC(C)C#N)n1-c1ccccc1 (stereo unspecified)	-4.2%	-2.8%	37.3%	23.0%	-6.0%	6.2%	0.0%	-3.7%	2.8%
CCCCCCCCCS(=O)(=O)Nc1cc(C)ccn1	8.9%	-4.0%	23.2%	-16.8%	1.4%	-30.9%	-8.2%	?	-9.0%
CCCC(O)(CCN1CCOCC1)c1ccc(Cl)cc1 (stereo unspecified)	-1.2%	-3.2%	19.8%	?	?	-32.3%	21.2%	0.2%	-6.1%
COc1ccc2c(Sc3ccccc3)c(C(=O)N3CCC(C)CC3)[nH]c2c1	0.0%	-8.3%	40.4%[activator]	8.8%	-15.6%	11.5%	-7.0%	-8.2%	-6.3%
CSc1ccc(C2c3[nH]c4ccccc4c3CCN2C(=O)CCC2CCCC2)cc1 (stereo unspecified)	-11.2%	11.3%	-6.5%[57 µM]	20.2%[57.1 µM]	-15.8%	24.5%	?	?	-6.0%
CCOc1ncccc1C(=O)N1CCCSC1=Nc1ccccc1OC	0.0%	-5.1%	30.1%	14.8%	-0.5%	1.0%	-17.2%	-0.8%	-4.4%
Cc1cccc(NC(=S)N(CCN(C)C)Cc2cccs2)c1	0.0%	-2.6%	28.8%	25.8%[57.1 µM]	?	8.6%	-14.1%	-1.4%	-6.6%
O=C(O)c1ncn(Cc2ccc(Br)cc2)c1C(=O)O	3.6%	-0.2%	47.2%[activator]	5.1%	-8.6%	-21.0%	-99.3%	/	-9.5%
Cc1cccn2cc(-c3ccccc3)nc12	17.8%	-4.1%	1.9%	8.9%	40.5%[activator]	10.4%	-11.9%	0.2%	-3.0%
CCn1c(C)cc(/C=C2/NC(=O)N(CC(=O)Nc3cccc(C)c3)C2=O)c1C	-0.4%	-5.2%	-12.9%	-17.1%	-12.7%	-13.2%	-28.6%	?	-3.8%
O=C(Cc1ccccc1)NN1C(=O)C2C3C=CC(C3)C2C1=O (stereo unspecified)	1.4%	-0.3%	17.6%	-7.9%	6.0%	-0.7%	-9.0%	-0.2%	8.4%
COc1ccccc1/C=C\C(=O)NCC(=O)N/N=C(/C)c1cccc([N+](=O)[O-])c1	-18.6%	-3.0%	52.9%[activator]	1.5%[57.1 µM]	-4.7%	-0.5%	-7.0%	2.9%	-1.3%
Cc1cccc(C)c1NC(=O)CSc1nc2ncccc2o1	-10.4%	-5.5%	32.5%	8.4%[57.1 µM]	4.3%	-7.5%	-9.0%	-7.3%	5.1%
O=C(NC(=S)Nc1ccc(N2CCCCC2)cc1)c1ccc2c(c1)OCCO2	5.5%	-7.4%	?	?	?	-8.3%	?	1.5%	-3.7%
O=C(CSc1nc2ccccc2n1Cc1ccccc1)N/N=C/c1ccco1	2.5%	-7.9%	15.3%	-12.6%[57.1 µM]	0.3%	-3.2%	-6.5%	11.5%	-4.0%
Cc1ccnc(NC(=O)CS(=O)(=O)c2ccccc2)c1	-5.5%	-3.6%	37.0%	8.1%	-21.3%	-10.4%	-0.7%	27.6%	6.0%
Cc1nnc(SCC(=O)NCc2ccco2)n1-c1ccccc1	3.8%	1.8%	38.8%[activator]	-4.0%	0.0%	17.3%	-19.0%	4.4%	4.0%
CCCOC(=O)Nc1sc2c(c1C(N)=O)CCCC2	?	-0.8%	10.4%	14.3%[57.1 µM]	19.4%	7.2%	-28.4%	0.1%	1.0%
CN(C)/C=N/C1=C(C#N)C(c2cccs2)c2ccc3ccccc3c2O1 (stereo unspecified)	?	25.9%	-14.8%	9.8%[57.1 µM]	?	-25.0%	-32.4%	0.8%	2.0%
O=C(NCc1ccccc1F)C(=O)NCC(c1ccco1)S(=O)(=O)c1ccccc1 (stereo unspecified)	-2.6%	-2.6%	23.7%	12.7%[57.1 µM]	-23.4%	-6.3%	-9.1%	35.3%[activator]	0.7%
COC(=O)c1ccccc1S(=O)(=O)N1CCC(C(=O)NCC2CCCO2)CC1 (stereo unspecified)	-4.0%	-4.5%	22.5%	7.3%	-16.9%	-33.0%	-14.9%	1.0%	13.9%
Cc1nnc(SCc2ccccc2Cl)c2cc3sccc3n12	-17.2%	i	62.3%[activator]	19.7%	-24.6%	?	0.7%	-1.0%	-1.2%
CCCNC(=O)COC(=O)c1ccc(OCC(=O)Nc2ccccc2OC)c(OC)c1	6.2%	-9.6%	20.9%	13.6%[57.1 µM]	-7.7%	11.0%	-17.3%	-2.2%	-1.3%
COc1ccc(N2CCN(C(CNS(=O)(=O)c3cc(F)ccc3F)c3cccnc3)CC2)cc1 (stereo unspecified)	35.1%[activator]	-4.8%	-23.0%	-8.2%	1.1%	-22.9%	?	-17.4%	2.5%
O=C1CC(c2ccccc2)n2nc(N3C(=O)c4ccccc4C3=O)nc2N1 (stereo unspecified)	6.8%	-5.9%	28.9%	6.6%[57.1 µM]	-18.6%	10.0%	-7.5%	-2.7%	-3.0%
O=C1COc2ccc(C(=O)COC(=O)c3cc(S(=O)(=O)N4CCOCC4)ccc3F)cc2N1	5.8%	-3.2%	-5.7%	-18.4%	106.1%[activator]	-1.8%	-25.0%	-0.4%	101.1%[activator]
O=C(Nc1nnc(-c2ccc(F)cc2)o1)c1cccc([N+](=O)[O-])c1	22.0%	-8.4%	14.8%[57 µM]	2.3%	-9.4%	-18.9%	0.0%	?	-5.0%
CSc1nc(N(C)C)nc(N2CC(=O)N(CCNS(=O)(=O)c3ccc(C)cc3)C2=N)n1	5.6%	i	13.1%	11.5%[57.1 µM]	-21.3%	-25.2%	-14.3%	-5.8%	7.1%
Cc1cccc(C)c1OCCCCc1c(C)n[nH]c1C	1.0%	-4.0%	29.7%	11.0%	-45.8%	-10.2%	-20.5%	-2.7%	-2.1%
O=C(CN(CC1CCCO1)C(=O)CNS(=O)(=O)c1ccc(Cl)cc1)NCc1ccco1 (stereo unspecified)	-0.9%	-1.8%	24.1%	15.1%[57.1 µM]	-16.5%	1.0%	-15.8%	-10.2%	-11.3%
CC(=O)Nc1ccc(NC(=O)C(NS(=O)(=O)c2cccc3nsnc23)C(C)C)cc1 (stereo unspecified)	-6.3%	i	17.8%	3.5%	-10.3%	5.1%	-14.3%	-4.0%	-3.0%
Cc1cc(C)c(C(=O)Nc2ccc(C)c(C)c2)c(CC(C)(C)C(=O)O)c1	0.0%	-9.7%	35.9%	21.1%	191.2%[activator]	-4.6%	-0.7%	-1.3%	8.3%
Cc1c(C(=O)O)cccc1-c1ccc(/C=N/Nc2ccc(Br)cc2)o1	18.0%	-16.4%	-12.8%	?	44.7µM*	?	?	?	-1.3%
O=C(O)c1ccc(CSc2nc3ccc(N4C(=O)C5C6C=CC(C6)C5C4=O)cc3s2)cc1 (stereo unspecified)	-1.4%	-9.3%	18.0%	-21.6%	-2.8%	-47.7%	1.0%	-0.7%	-7.8%
O=c1c2ccccc2oc2c1ccc1ccccc12	-2.5%	-0.3%	109.1%[activator]	12.3%	/	-14.8%	-7.9%	11.8%	0.2%
O=C(COc1ccccc1Cl)Nc1ccc(-c2nc3ccccc3s2)cc1	-9.2%	-8.0%	1.9%	0.3%	-6.5%	-5.1%	-21.6%	3.3%	-2.4%

Filtered by structure, the entries above containing bromine.
structure	GLS inh	PGK inhibitor	HP1b binding inh	TrxR1 inh	12-LOX inh	RGS4 inhibitor	JMJD2A Tudor	Pin1 inhibitor	ERG-DNA inh
O=C(O)c1ncn(Cc2ccc(Br)cc2)c1C(=O)O	3.6%	-0.2%	47.2%[activator]	5.1%	-8.6%	-21.0%	-99.3%	/	-9.5%
Cc1c(C(=O)O)cccc1-c1ccc(/C=N/Nc2ccc(Br)cc2)o1	18.0%	-16.4%	-12.8%	?	44.7µM*	?	?	?	-1.3%

This is a subset, so the mix of outcomes need not match the whole.
